# Rad51 HR inh = human RAD51 strand exchange inhibitors, primary screen, biochemical, fluorescence; DNA repair protein RAD51 homolog 1 (Homo sapiens), Q06609; hRad51 DNA strand exchange, fluorescence dequenching; inhibition, % at 10 µM; 0.085% of 200,000 active; AID 1385, 2008;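 active = inhibition above 40% at the single screening dose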;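 also: 0% = DMSO control wells and 100% = blanks with heterologous ssDNA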
#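 Test system – preformed human Rad51 ssDNA filaments · Reagent – Donor/quencher-labelled 47-bp dsDNA substrate · Incubation – 37 °C 15-min filament assembly, 30-min compound preincubation, 15-min exchange · Signal – FRET fluorescence dequenching, excitation 485 nm, emission 520 nm · Read-out – percent inhibition from fluorescence, normalised to plate control and blank means · Benchmarks – plate control and blank wells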
# eIF4E 4G PPI = eIF4E–eIF4G protein interaction inhibitors, primary screen, biochemical, uHTS, TR-FRET, eIF4GI fragment; Eukaryotic translation initiation factor 4E (Mus musculus) + Eukaryotic translation …; TR-FRET eIF4E-eIF4GI(517-606) binding, 2 h; inhibition, % at 21.7 µM; 0.37% of 220,000 active; AID 782, 2007;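 active = inhibition above about 30%, limit read from the data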;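 also: 0% = full FRET control wells and 100% = background wells lacking eIF4GI fragment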
# EBV gp42 block = Epstein-Barr virus gp42 inhibitors, primary screen, biochemical, uHTS, fluorescence polarization. Fluorescence polarization binding assay, mP read-out. inhibition, % (tested at 21.74 µM). 0.42% of 220,000 active; in the data active = inhibition above about 50%
# Target sequence (Q1HVG2 whole entry, looked up): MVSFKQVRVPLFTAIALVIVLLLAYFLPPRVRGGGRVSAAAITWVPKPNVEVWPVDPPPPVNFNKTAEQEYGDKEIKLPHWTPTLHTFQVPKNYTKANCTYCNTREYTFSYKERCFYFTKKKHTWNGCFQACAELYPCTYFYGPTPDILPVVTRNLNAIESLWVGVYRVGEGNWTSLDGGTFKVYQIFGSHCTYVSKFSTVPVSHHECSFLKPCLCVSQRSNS
# Calpain2 inh = inhibitors of pig calpain II, primary screen, biochemical, fluorogenic peptide substrate, 1536-well | purified calpain II, 30 min | inhibition, % at 16 µM | 0.37% of 220,000 active;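 active = inhibition above about 50%, limit read from the data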
# KCC2 mod = KCC2 cotransporter modulators, thallium flux, primary screen, cell-based, HEK293 KCC2, FluoZin-2 fluorescence, MLSMR | Solute carrier family 12 member 5 (Homo sapiens), Q9H2X9 | KCC2 cells, thallium flux FluoZin-2 fluorescence | B-score of Tl+ flux slope (higher = more flux/activation; lower = inhibition) at 10 µM | 2.2% of 190,000 active | AID 1456, 2008;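 active = thallium flux slope and its plate-corrected score both differing from the plate sample mean at a set confidence after two filtering rounds, in either direction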;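 also: slope of fluorescence scaled to starting intensity during 10 to 20 s after thallium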
# PERK inh = block of dimerizer-induced PERK translation repression, primary screen, PERK inhibitor project, CHO PERK-DD cells, SEAP luminescence, HTS | Eukaryotic translation initiation factor 2-alpha kinase 3 (Homo sapiens), Q9NZJ5 | CHO PERK-DD fusion, SEAP luminescence translation reporter | inhibition, % at 5.6 µM | 0.17% of 220,000 active | AID 1416, 2008;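 active = inhibition above the mean inhibition of all tested compounds plus 3 SD, set separately per screening campaign, cut at about 2.9% in these data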;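 also: PERK kinase domain activated by AP20187 dimerizer at 100 nM; 0% = DMSO with dimerizer and 100% = rapamycin at 8.4 µM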
# MDM2 E3 inh = MDM2-luciferase reporter signal enhancers, primary screen, MDM2 E3 ligase inhibitor project, cell-based, luminescence, 1536-well; cell-based MDM2 ubiquitination luciferase reporter, 2 h; 0 = plate control, 100 = twice control, blank-subtracted; signal enhancement, % at 5 µM; 0.11% of 210,000 active; AID 1230, 2008;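 active = signal enhancement of 30% or more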;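 also: luminescence tracks abundance of the self-degrading MDM2-luciferase fusion protein; higher signal means inhibition of MDM2 E3 ligase activity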
# Target sequence (Q00987 whole entry, looked up, the tested form may be a part): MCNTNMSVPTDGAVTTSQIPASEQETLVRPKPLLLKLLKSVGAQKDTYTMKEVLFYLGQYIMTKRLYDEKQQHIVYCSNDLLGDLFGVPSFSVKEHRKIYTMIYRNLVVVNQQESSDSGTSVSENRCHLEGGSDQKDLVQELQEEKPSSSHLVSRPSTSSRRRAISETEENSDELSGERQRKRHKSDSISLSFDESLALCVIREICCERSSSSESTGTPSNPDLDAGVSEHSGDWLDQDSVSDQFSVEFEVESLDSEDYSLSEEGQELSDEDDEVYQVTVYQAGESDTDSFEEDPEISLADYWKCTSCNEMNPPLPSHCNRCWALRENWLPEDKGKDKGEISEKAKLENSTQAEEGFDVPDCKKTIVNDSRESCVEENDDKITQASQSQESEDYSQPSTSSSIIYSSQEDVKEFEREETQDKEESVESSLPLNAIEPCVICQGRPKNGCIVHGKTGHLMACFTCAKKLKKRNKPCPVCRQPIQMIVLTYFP
#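 Assay system: stable mammalian line carrying autodegrading MDM2–luciferase fusion reporter; Input: 2000 cells in each well; Compound dosing: single-point 5 µM; Schedule: 2 h compound exposure at 37 °C; Signal: SteadyLite luciferase luminescence after 15 min room-temperature reagent incubation; Evaluation: % luminescence enhancement versus blank-corrected plate control mean; Benchmarks: plate controls and plate blanks.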
# L929 necroptosis = inhibitors of zVAD-triggered necroptosis, primary screen, L929 cells; L929 zVAD necroptosis rescue, ATP luminescence, 24 h; with zVAD 60 µM; viability rescue, % at 10 µM; 0.38% of 220,000 active; AID 1377, 2008;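 active = activation, scaled between plate controls, above about 75%, limit read from the data; inactive = activation under that limit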;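 also: 0% = zVAD with DMSO and 100% = DMSO alone without zVAD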
# TNF necrop inh = inhibitors of TNF-alpha triggered necroptosis, primary screen, cell-based, Jurkat FADD-/-, single concentration; Jurkat FADD-/- TNF necroptosis rescue, ATP luminescence, 24 h; 0 = TNF only, 100 = no-TNF cells; activation (protection from cell death), % at 10 µM; 0.068% of 220,000 active;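 active = activation, meaning protection from cell death, of at least 50% relative to plate controls; inactive = activation below 50%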;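 also: necroptosis triggered by 40 ng/mL TNF-alpha added together with compound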
# An asterisk follows results filed as active; i = inactive; / = not tested or not shown; [ ] = another dose, or the depositor's remark.
SMILES,Rad51 HR inh,eIF4E 4G PPI,EBV gp42 block,Calpain2 inh,KCC2 mod,PERK inh,MDM2 E3 inh,L929 necroptosis,TNF necrop inh
O=C(Nc1cccc(S(=O)(=O)NC2=NCCCCC2)c1)c1cc(-c2ccccc2Cl)nc2ccccc12,1,1,-9,-99,0.038,-1.2,-3,/,-8.7
CC(C)Nc1nc(NC(C)C)nc(C(N)=O)n1,3,-1,-3,-20,-0.086,1.1,-14,1.8,-2.5
C/C=C/c1ccc(OCC(=O)Nc2cc(OC)c(OC)c(OC)c2)c(OC)c1,-5,-1,0,-15,-0.38,1.2,11,13,0.2
O=c1cc(CO)oc(CN2CCCC2)c1O,-5,1,-13,2,1.3,1.2,0,0.0,-0.8
CC(C)(C)NC(=O)CCN(/N=C/c1ccc([N+](=O)[O-])o1)C1=NS(=O)(=O)c2ccccc21,-5,4,-9,-7,0.38,0.2,-2,0.8,-5.2
Cc1cccc(NC(=O)c2ccc3ccccc3n2)c1C,3,4[fluorescence artefact?],-21,-6,0.023,-0.3,2,0.5,-1.3
COc1cc(OC)c(OC)cc1/C=N/N(C)c1ccccc1,-8,11[fluorescence artefact?],-6,-10,-0.67,-1.5,-8,1.6,0.1
Cc1occc1C(=O)Nc1ccc2c(c1)OCCO2,-2,-5,-5,8,-0.36,0.8,-16,-0.4,5.2
c1csc(Cc2nn3c(-c4ccncc4)nnc3s2)c1,9,3,-5,-10,-0.23,0.4,-5,3.2,2.1
O=C(Cn1nnc(-c2ccc(Cl)cc2)n1)NCC1CCCCC1,2,0,-3,12,/,2.0,-12,88*,-4.1
COc1ccc2oc(=O)c(C(=O)N3CCCc4ccccc43)cc2c1,1,1,-9,2,0.094,-0.3,-11,0.5,-1.2
CN1C(=O)c2cccc(NCCCN3C(=O)c4ccccc4C3=O)c2C1=O,-2,-30[fluorescence artefact?],-53,i,0.014,0.0,-12,0.3,0.2
CCOc1ccc(CNC(=O)CCSCc2ccccc2F)cc1OC,5,-1,8,5,-0.76,0.6,-14,0.9,0.1
Cc1cc(NC(=O)c2cncc(Br)c2)no1,3,-5[fluorescence artefact?],-11,20,-0.35,0.4,-23,-0.5,-0.6
O=C(Cn1c(=O)n(Cc2ccco2)c(=O)c2c3c(sc21)CCCCC3)c1ccccc1,-5,3,15,-88,0.23,0.3,7,-0.1,-2.1
Cc1occc1C(=O)Nc1cccc2ccccc12,11,-2,-14,-4,-0.4,-0.3,-9,0.1,-2.1
CC1CCCC(NC(=O)c2ccc3c(=O)n(CC4CCCO4)c(=O)[nH]c3c2)C1C (stereo unspecified),-9,4[fluorescence artefact?],5,-32,/,0.9,-1,0.1,-10
Cc1nc2cc(NC(=O)NCCCO)ccc2o1,-3,0,-7,-25,-0.0065,-1.4,1,8.1,1.2
CSc1ccc(Cl)c(C(=O)OCC(=O)N(C)CCC#N)c1,2,-2,2,-48,0.14,-0.7,-8,2.1,-0.2
CC(C)(C)CC(C)(C)NC1=CC(=O)OC12CCCCC2,-2,7,-9,15,-0.76,1.2,-7,-0.5,1.5
O=C(Cc1ccccc1[N+](=O)[O-])NCCSCc1c(F)cccc1Cl,-6,-16,-23,-16,-0.52,0.5,-8,-0.1,-4.5
O=[N+]([O-])c1cc(C(F)(F)F)ccc1NCCCCNS(=O)(=O)c1ccc(Cl)cc1,6,17[fluorescence artefact?],-10,21,-0.43,1.0,6,0.4,0.9
Cn1c(C(=O)NC2CC2)cc(=O)n(C)c1=O,1,2,-3,-4,0.0065,-0.1,-9,0.9,-0.1
Cc1ccc(-c2noc(CSc3nnc(-c4ccncc4)n3-c3ccc(F)cc3)n2)cc1,0,2,-13,-23,-0.19,0.0,-4,-1.1,-4.1
Fc1ccc(/C=N/Nc2ncnc3nc[nH]c23)cc1F,/,-4[fluorescence artefact?],26,25,1.4,0.5,/,/,-11
O=C(NCc1cccs1)C1CCCN(S(=O)(=O)c2cccc3cccnc23)C1 (stereo unspecified),0,-2,-17,-1,/,-0.2,-10,0.5,-1.6
COC(=O)c1sc(NC(=O)COc2ccccc2C)nc1C,1,0,-50,23,0.38,0.1,-17,1.6,1.2
O=C(Oc1cccc(O)c1)C1CCCCC1,7,0,1,-21,0.46,0.5,-6,1.4,-0.1
Cc1cc(C)c(NC(=O)c2oc3ccccc3c2COc2ccccc2)c(C)c1,-4,-1,-13,-5,-0.36,0.3,1,1.2,1.2
CC(=O)Nc1ccccc1C(=O)C(=O)Nc1cccc(F)c1,2,/,/,/,1.4,-0.5,/,-0.1,-1.1
COC(=O)c1cc(C(=O)N2CCN(c3cccc(C)c3C)CC2)cc([N+](=O)[O-])c1,0,4,-11,8,-0.82,0.0,4,1.0,-5.6
CCOC(=O)c1cnc(-n2nc(C)cc2C)nc1Nc1ccccc1OC,2,4,-2,-21,/,-0.2,-11,-0.1,-0.2
CCCS(=O)(=O)N1CCCC(C(=O)NCc2ccco2)C1 (stereo unspecified),6,11,-6,-8,-0.007,0.8,-7,0.1,-3.2
CCCCNC(=O)Nc1nnc(SCC(=O)OCC)s1,10,0,-6,12,0.01,0.5,-2,-0.2,-0.4
CCOc1ccc(Br)cc1S(=O)(=O)NCc1ccncc1,/,0,0,-16,0.013,1.5,-11,0.2,2.8
Cc1ccc(C)c(-c2nn(-c3cc(N4CCN(CCO)CC4)ccc3[N+](=O)[O-])c(=O)c3ccccc23)c1,-5,-3,13,-114,1.2,-1.6,-14,0.0,-14
Cc1nn(CCC(=O)NNC(=S)Nc2ccc([N+](=O)[O-])cc2)c(C)c1[N+](=O)[O-],-3,1,-17,19,0.58,0.1,-16,0.5,1.0
CCOC(=O)N1CCN(C(=O)c2nn(-c3ccc(C)cc3)c(=O)c3c2c2ccccc2n3C)CC1,/,8,-13,3,-0.19,-0.1,-35,11,0.7
Cc1ccc(Nc2nc(N/N=C/c3c[nH]c4ccccc34)nc(N3CCOCC3)n2)cc1,13,4[fluorescence artefact?],2,-28,-0.7,-1.3,-4,-1.6,1.1
c1cncc(-c2nnc(SCCSc3nnc(-c4cccnc4)o3)o2)c1,/,/,/,/,0.9,-0.1,/,-0.3,-1.5

# Continued, overlapping the part above by five compounds.
SMILES,Rad51 HR inh,eIF4E 4G PPI,EBV gp42 block,Calpain2 inh,KCC2 mod,PERK inh,MDM2 E3 inh,L929 necroptosis,TNF necrop inh
Cc1ccc(C)c(-c2nn(-c3cc(N4CCN(CCO)CC4)ccc3[N+](=O)[O-])c(=O)c3ccccc23)c1,-5,-3,13,-114,1.2,-1.6,-14,0.0,-14
Cc1nn(CCC(=O)NNC(=S)Nc2ccc([N+](=O)[O-])cc2)c(C)c1[N+](=O)[O-],-3,1,-17,19,0.58,0.1,-16,0.5,1.0
CCOC(=O)N1CCN(C(=O)c2nn(-c3ccc(C)cc3)c(=O)c3c2c2ccccc2n3C)CC1,/,8,-13,3,-0.19,-0.1,-35,11,0.7
Cc1ccc(Nc2nc(N/N=C/c3c[nH]c4ccccc34)nc(N3CCOCC3)n2)cc1,13,4[fluorescence artefact?],2,-28,-0.7,-1.3,-4,-1.6,1.1
c1cncc(-c2nnc(SCCSc3nnc(-c4cccnc4)o3)o2)c1,/,/,/,/,0.9,-0.1,/,-0.3,-1.5
Cc1ccc(CSCc2nnc(SCC(=O)N3CCN(c4ccccc4)CC3)n2C)cc1,-7,7,-3,-5,0.049,-1.8,12,-1.0,-1.4
COc1ccc(C2CC(=O)c3cnc(NC(=O)c4cccc(OC)c4)nc3C2)cc1 (stereo unspecified),-1,1,-8,-6,/,-1.4,0,0.7,-1.7
CC1=CC2=NC(=O)/C(=C\c3cccn3CCOc3ccccc3C)C(=N)N2O1,10,-1,3,0,-1.5,0.9,-3,-0.1,2.0
CN(C)c1oc(COc2ccccc2F)nc1C#N,3,-1,-9,17,-0.85,1.0,10,-0.5,-1.2
CCOC(=O)Cn1nc(C)n(-c2c(C)cccc2C)c1=O,-1,0,-1,2,-0.25,0.5,-3,1.9,0.0
CCc1ccc(NC(=O)c2ccnc(C(C)(C)C)c2)cc1,-1,5[fluorescence artefact?],-19,-6,0.021,0.0,-13,0.1,-2.0
Cc1ccc(CSc2nnc(-c3cccc(S(=O)(=O)N4CCOCC4)c3)n2CC(C)C)cc1,-12,17,-6,4,-0.0093,-0.8,-4,0.0,1.0
COc1ccc(CCNc2ccc(C(CC(N)=O)NC(=O)Cc3cccc4ccccc34)cc2[N+](=O)[O-])cc1 (stereo unspecified),-5,-3,-50,-13,0.52,/,11,0.1,0.6
CCOC(=O)c1[nH]c2ccc(OC)cc2c1NC(=O)CN1CCc2ccccc2C1,-10,-10,-14,-423,-0.35,-0.5,-13,0.6,-14
O=C1NC(c2ccccc2)=C(c2ccccc2)C1=O,-27,-1,-7,-3,0.73,2.5,6,0.8,1.1
O=C(CCc1ccc(S(=O)(=O)N2CCOCC2)cc1)Nc1nccs1,-2,0,2,-3,-0.036,-0.2,20,0.0,0.5
O=C(CSc1nnc(Cn2c(=O)sc3ccccc32)n1-c1ccccc1)N1CCCC1,-6,-2,-15,-2,0.033,-0.5,-17,-0.4,-0.2
